# Assay outcomes (PubChem BioAssay)
# human PMI inhibition: inhibitors of human PMI, primary screen, biochemical, fluorescence intensity, coupled assay (AID 1209); purified PMI enzyme, coupled fluorescence intensity; higher % means a stronger effect; inhibition, % at 20 µM, or IC50 in µM where a hit was titrated; hit rate 0.42% among 190,000;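 also: plate controls were DMSO vehicle for no effect and wells lacking substrate for full effect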
# K1F lysis inhibition: inhibition of K1F phage lysis, E. coli UTI89, bacterial capsule biogenesis inhibitors, alamar blue (AID 488966); E. coli UTI89 K1F phage lysis, alamar blue, 2 h; higher % means a stronger effect; inhibition, % at 100 µM, or IC50 in µM where a hit was titrated; hit rate 0.02% among 340,000;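 active = phage lysis inhibition, versus mean bacterial control, above a set limit; inconclusive = no clear call, values can overlap the other calls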;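 also: capsule biogenesis inhibitors block K1F phage lysis so surviving cells raise fluorescence; higher fluorescence means more inhibition of phage lysis; actives were called in the ten point dose series up to 300 µM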
# Lipid droplet: modulators of hepatic lipid droplet formation; AML12 mouse hepatocytes, oleate lipid droplets, BODIPY imaging; inhibition, % at 6.5 µM; hit rate 0.4% among 240,000;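 active = lipid droplet intensity inhibited by at least 50%, with more than 500 cells counted; inconclusive = wells with under 300 cells, treated as cytotoxic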
#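 Material – AML12 mouse liver cells · Also added – oleate loading, 100 µM · Compound dosing – 6.5 µM single-point dosing · Times – overnight treatment with compound plus oleate · Measured by – fluorescence imaging, 20x objective, two fields per well · Read-out – percent inhibition of filter-corrected integrated lipid droplet intensity per well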
# M1AAP inhibition: malaria alanyl aminopeptidase activity blockers – biochemical, fluorogenic H-Leu-NHMec substrate, 1536-well (AID 1445) | hit rate 0.42% among 220,000 | recombinant M1AAP, H-Leu-NHMec fluorogenic kinetic assay; higher % means a stronger effect | inhibition, % at 30 µM; hits with a dose series show IC50 in µM;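 active = primary inhibition above the hit cutoff, then over 50% inhibition at one or more dose response concentrations, cut at about 23% in these data, passing the limit was not always enough; inconclusive = conflicting primary data, or primary hits not chosen for dose response; inactive = low primary inhibition, or under 50% at every dose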;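 also: plate controls were DMSO full reaction for no effect and no enzyme background for full effect; strong numbers were not always called active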
# TNAP activation fold: human TNAP enzyme activators, primary screen, biochemical, luminescent, no phosphate acceptor, uHTS (AID 1001) | one-dose activation fold at 20 µM; EC50 in µM for titrated hits | purified TNAP, luminescent activation assay, no phosphate acceptor; higher activation fold means a stronger effect | hit rate 0.03% among 200,000; in the data active = activation fold from about 3, or a potency from the dose series; inactive = the rest, 99 in 100 with activation fold below about 1.6; also: many of its hits are not listed in these tables
# CSM14.1 death rescue: rescue of cells from ER stress-induced death, primary screen, 384-well, CSM14.1, thapsigargin, ATP luminescence (AID 1222) | CSM14.1 thapsigargin-induced death rescue, ATP luminescence; higher % means a stronger effect | cellular ATP content (survival), % at 20 µM; hits with a dose series show EC50 in µM | 190,000 tested, under 10 active;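 active = EC50 below 50 µM in the dose-response confirmation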;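 also: death triggered by thapsigargin at about 15 µM added after 2 h compound pretreatment; cell ATP read after overnight thapsigargin exposure of roughly 18 to 22 hours; normalized against plate controls of thapsigargin alone and 5% DMSO vehicle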
# WT yeast gro inh: growth inhibition of WT yeast, mitochondrial fusion screen. mitochondrial fusion phenotypic screen, WT strain. inhibition, % at 10 µM. hit rate 2.1% among 190,000. AID 1362; in the data active = inhibition above about 58%; tested in S. cerevisiae
# Myeloid diff 2: myeloid differentiation induction; ER-HoxA9 myeloid progenitors, lysozyme-GFP differentiation, flow cytometry; calls only at 10 µM; hit rate 1% among 360,000; AID 624256;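 active = normalized GFP-positive differentiation at or above the plate's own cutoff, the solvent-only control mean plus 3 SD; inconclusive = no clear call, values can overlap the other calls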;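 also: cells exposed to compound for four days before flow analysis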
# PMI inhibition: human PMI inhibitors, high substrate, primary screen, biochemical, fluorescence intensity, high mannose 6-phosphate (AID 1220); recombinant PMI enzyme, coupled fluorescence intensity; higher % means a stronger effect; inhibition, % at 20 µM, or IC50 in µM where a hit was titrated; hit rate 0.66% among 190,000
# WT yeast gro inh mutant strain: second read-out of WT yeast gro inh, no call of its own (marks repeat the call); inhibition, %; mitochondrial fusion phenotypic screen, mutant strain inhibition
# Lipid droplet cells 6.5 µM: also measured in Lipid droplet; calls as there; cell count; measured here: cell count, cytotoxicity flag;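 cells counted across two imaged fields per well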
# Myeloid diff 2 GFP+ MAC1+ %: further read-out of Myeloid diff 2, marked with its call; GFP+ MAC1+ double positive, %; measured here: differentiation confirmed by MAC1 staining
# * marks the source's active call; other numbers are inactive results; i = inactive; ? = inconclusive; . = not tested or not shown; & = joins results of further samples; [ ] = another dose, or the depositor's remark. Rule as the data show it, unless noted: active = inhibition above about 50%; inactive = the rest.
SMILES,human PMI inhibition,K1F lysis inhibition,Lipid droplet,Lipid droplet cells 6.5 µM,M1AAP inhibition,TNAP activation fold,CSM14.1 death rescue,WT yeast gro inh,WT yeast gro inh mutant strain,Myeloid diff 2,Myeloid diff 2 GFP+ MAC1+ %,PMI inhibition
COC(=O)c1ccc(/C=N/NC(=O)c2cccc(F)c2)cc1,-16%,3.8%,-11,656,5%,0.9,-2.0%,3,0,i,4.3,-32%
CS(=O)(=O)N1CCN(c2ccc(NC(=S)NC(=O)c3ccc4c(c3)OCO4)cc2)CC1,9%,-1.3%,4,722,7%,1.2,-0.2%,.,.,?,.,-2%
NS(=O)(=O)c1ccc(CCNC(=O)/C=C/c2ccccc2[N+](=O)[O-])cc1,-5%,-0.3%,14,751,5%,1.1,0.0%,2,19,i,0.2,-2%
CCn1nc(C)c(CN2CCN(Cc3ccsc3)C(CCO)C2)c1C (stereo unspecified),-3%,0.3%,2,665,.,1.1,0.9%,-23,-15,i,0.1,-4%
CCN(N=Nc1cccc([N+](=O)[O-])c1)c1cccc([N+](=O)[O-])c1,14%,0.3%,-12,725,16%,1,-1.0%,22,17,i,0.7,9%
S=C(NN=C1CCN(Cc2ccccc2)CC1)NC1CCCCC1,15%,0.3%,1,672,2%,1.1,0.4%,39,25,i,0.5,8%
Cc1cccc(Oc2ncnc(N)c2[N+](=O)[O-])c1C,7%,4.2%,34,625,6%,1.1,-0.2%,-10,2,i,1.0,3%
Cc1ccc(C2=CC(C)(c3ccc(C)cc3)Nc3nc(C(F)(F)F)nn32)cc1 (stereo unspecified),17%,0.4%,18,654,12%,1.1,-2.0%,71*,-1.6*,i,0.6,12%
c1ccc(CN2CCN(c3nc(-c4ccccc4)nc4ccccc34)CC2)cc1,2%,0.5%,-8,751,5%,1,0.4%,54,27,i,1.7,-2%
CCNC(=S)N(Cc1ccccc1)Cc1nc2ccccc2c(=O)[nH]1,10%,0.0%,9,568,-5%,1.1,-2.1%,-18,-20,i,0.4,1%
C[C@H](NC(=O)Nc1ccccc1F)C(=O)O,8%,-0.8%,0,696,-2%,1.1,-3.0%,-10,-2,i,9.5,5%
CC(C)CSc1nc2ccccc2n1CC(=O)O,.,-3.5%,-7,674,8%,1.1,-1.8%,-4,-9,i,0.1,.
CCOC(=O)/C(C#N)=C1/C=CN(c2ccccc2)C=N1,-13%,0.0%,.,.,8%,1.2,0.3%,-5,-1,i,1.8,-6%
COc1ccc(O)c(C(=O)c2cnn(-c3ccccn3)c2)c1,6%,0.5%,-8,709,6%,1.1,0.2%,4,-18,i,0.2,12%
CN(C)CC1CCCCC1OC(=O)c1ccc(Cl)cc1Cl (stereo unspecified),-1%,0.1%,-2,701,-1%,1.1,0.9%,-5,0,i,0.0,-5%
CCC(C(=O)OCC(=O)Nc1ccc(C(=O)Nc2ccc(OC)cc2)cc1)c1ccccc1 (stereo unspecified),5%,0.2%,0,563,3%,1.1,-0.4%,13,-13,i,0.6,-4%
CCCN(CC1CC1)C(=O)COc1ccccc1C(=O)NCc1ccccc1,7%,-0.3%,-8,769,4%,1.1,3.4%,3,7,i,0.7,4%
CC(C)c1ccc(C2NC(C(=O)O)CS2)cc1 (stereo unspecified),1%,-0.2%,10,747,4%,1.1,4.5%,10,0,i,1.2,0%
Cc1nc(-c2cccc(NS(=O)(=O)c3ccccc3)c2)cs1,18%,-0.9%[50 µM],-1,818,13%,1.1,-2.4%,-8,-6,i,0.5,8%
N=C1SCC(=O)N1c1ncc(Cc2cccc(Cl)c2)s1,.,0.0%,-32,667,-4%,1.5,7.6%,62,68,i,0.3,.
Cc1onc(-c2ccccc2Cl)c1C(=O)NCc1ccccn1,12%,-0.8%,-8,740,2%,1.1,-1.9%,-2,7,i,7.7,10%
Cc1cccc(NC(=S)NCCc2ccccc2)n1,23%,-0.1%,0,704,-2%,1.1,-0.6%,48,35,i,0.1,6%
S=C1SCN(CCN2CCOCC2)CN1Cc1ccccc1,-11%,-47%,.,.,3%,1.1,-1.4%,9,6,i,0.8,-12%
CCCc1cc(-n2cnc3ccccc32)n2c(nc3ccccc32)c1C#N,3%,0.0%,-2,774,-3%,1.1,1.8%,12,4,i,0.6,0%
O=c1[nH]c(CSc2nnc(NCCCN3CCOCC3)s2)nc2cc(Cl)ccc12,-4%,0.5%,.,.,4%,1,-2.1%,0,-3,i,1.4,-11%

# The list goes on:
SMILES,human PMI inhibition,K1F lysis inhibition,Lipid droplet,Lipid droplet cells 6.5 µM,M1AAP inhibition,TNAP activation fold,CSM14.1 death rescue,WT yeast gro inh,WT yeast gro inh mutant strain,Myeloid diff 2,Myeloid diff 2 GFP+ MAC1+ %,PMI inhibition
CCc1cc(C(N)=S)ccn1,-1%,1.3%&0.6%,-2,747,-5%,1.1,-0.6%,-1,9,i,1.1&1.8,-7%
O=C(CSc1nc2ccccc2c(=O)n1CCC(=O)N1CCCCC1)NCc1ccccc1,1%,1.9%,-15,743,5%,1.1,-1.2%,-6,9,i,2.0,12%
CCCc1cc(=O)oc2cc(C)cc(OC(=O)c3ccco3)c12,6%,0.2%,10,667,6%,1.2,-0.9%,11,8,.,.,1%
Cn1cc(P(=S)(N2CCOCC2)N2CCOCC2)cc1P(=S)(N1CCOCC1)N1CCOCC1,-4%,0.4%,-16,691,5%,1,0.1%,4,2,i,0.3,-1%
COc1ccccc1-c1nc(-c2ccc(C)nc2OC)no1,16%,-0.7%,2,592,5%,1,-4.5%,9,4,i,1.3,20%
Cc1ccc(C)c(OCCCC(=O)Nc2ccc(N3CCOCC3)cc2)c1,8%,.,0,669,2%,1,1.4%,13,14,.,.,7%
CC1(C)Cc2nc3sc4c(N(CCO)CCO)nnnc4c3cc2CO1,1%,-0.1%,10,669,6%,1.1,-0.4%,1,12,i,0.6,-2%
COc1ccc(NC(=S)N(CCCN2CCOCC2)Cc2ccccn2)cc1,-9%,0.4%,7,737,8%,1.1,-2.4%,3,0,i,0.3,-2%
CN(C)c1nc(NCc2ccccc2)nc(SCC(=O)Nc2ccc(Cl)c(Cl)c2)n1,17%,-0.1%,.,.,3%,1.2,-2.4%,21,28,i,5.2,31%
CC1=CS(=O)(=O)CC1Sc1ncn[nH]1 (stereo unspecified),-18%,2.2%,4,731,-3%,1,1.1%,0,-11,i,0.7,-12%
COc1cc(OC)c(NC(=O)c2c(-c3ccccc3)noc2C)cc1Cl,1%,1.6%,-1,706,0%,1,0.7%,-5,-3,i,6.7,-5%
CC1=CC(C)(C)N2C(=O)C(=Nc3ccc(O)cc3)c3cccc1c32,.,3.1%,-5,711,7%,.,.,.,.,i,0.9,.
CNS(=O)(=O)c1ccc2c(c1)oc(=O)c1cc(S(=O)(=O)NC)ccc12,-17%,0.0%,-2,702,2%,1.1,2.5%,-8,-21,i,0.1,-14%
CC(C)C(c1nnnn1Cc1ccco1)N1CCN(c2cccc(Cl)c2)CC1 (stereo unspecified),-2%,4.3%,.,.,0%,1,-1.6%,8,-5,i,2.0,-5%
CO/N=C(\N)c1ccc([N+](=O)[O-])cc1,3%,0.1%,-14,721,5%,1.1,1.9%,-3,-11,i,0.3,-5%
CC1=CC(=O)C2=C(C)CC[C@@H]3[C@H](OC(=O)[C@H]3C)[C@@H]12,.,0.9%,14,678,-4%,.,.,.,.,i,1.0,.
COc1cccc(NC(=O)c2nc3nc(C)cc(C(F)F)n3n2)c1,7%,2.9%,-4,614,4%,1.1,.,7,2,i,2.1,5%
O=C(O)c1ccc(S(=O)(=O)c2ccc3c(c2)C(=O)N(NC(=O)c2ccncc2)C3=O)cc1,.,0.5%,5,800,2%,.,.,.,.,i,0.8,.
CSc1ccc(/C=N/Nc2nc(C)cc(=O)[nH]2)cc1,-49%,0.1%,-3,708,11%,1.3,1.9%,-10,7,i,0.6,-18%
COCC(=O)Nc1cccc(C(F)(F)F)c1,21%,-0.1%,-10,717,-3%,1.1,-1.0%,-9,21,i,1.4,13%
CCC(C)Nc1nc(N)c([N+](=O)[O-])c(Nc2cc(OC)ccc2OC)n1 (stereo unspecified),.,-0.2%,-3,712,8%,.,.,.,.,i,0.3,.
Cc1ccc(-n2c(C)cc(/C=N/NC(=O)CN(c3ccc(C)cc3C)S(C)(=O)=O)c2C)cc1,24%,0.4%,0,713,5%,1.1,7.5%,-7,-13,i,1.7,12%
Cc1ccc(N=Nc2c(N)n(-c3ccccc3)[nH]c2=O)cc1,4%,0.3%,.,.,0%,0.9,-1.0%,26,21,i,1.0,7%
O=C(Nc1nc2ccc([N+](=O)[O-])cc2s1)C1CCCO1 (stereo unspecified),5%,0.2%,1,761,5%,1,1.5%,-16,-7,i,0.5,2%
Cc1[nH]c(=O)[nH]c1CN1CCCCC1,4%,.,.,.,1%,1.1,0.3%,-18,5,.,.,4%

# Next part
SMILES,human PMI inhibition,K1F lysis inhibition,Lipid droplet,Lipid droplet cells 6.5 µM,M1AAP inhibition,TNAP activation fold,CSM14.1 death rescue,WT yeast gro inh,WT yeast gro inh mutant strain,Myeloid diff 2,Myeloid diff 2 GFP+ MAC1+ %,PMI inhibition
O=C(COC(=O)c1cccc(S(=O)(=O)NCc2ccccc2)c1)Nc1ccccc1OC(F)F,12%,1.8%,1,796,7%,1.1,0.6%,-1,6,i,0.2,16%
CCc1nnc(NC(=O)c2ccc(S(=O)(=O)N(CCOC)CCOC)cc2)o1,16%,-0.2%,.,.,-2%,1,-0.8%,-29,-10,i,0.9,12%
O=C(CSc1nc2ccccc2[nH]1)Nc1nc(-c2ccc(Br)cc2)cs1,-4%,-0.1%,-2,606,0%,1.3,-1.6%,0,13,i,0.6,-5%
COc1ccc(CCNc2oc(COc3ccccc3)nc2C#N)cc1,-2%,0.1%,.,.,-1%,1,0.5%,37,9,i,2.0,6%
COc1cc(OC)cc(C(=O)N(Cc2cc3cc(C)ccc3[nH]c2=O)C(C)C)c1,1%,-0.1%,.,.,3%,1.1,-2.9%,-5,-2,i,0.6,0%
O=C(COC(=O)C(Cc1ccccc1)NC(=O)c1ccc(Cl)cc1)c1ccc(Cl)cc1 (stereo unspecified),111%*,-0.3%,3,500,4%,1,-2.9%,10,2,i,0.6,1%
CCN1CCN(C(=O)C(NS(=O)(=O)c2ccc3nc(C)sc3c2)C(C)C)CC1 (stereo unspecified),-8%,-12%,.,.,8%,1,-0.1%,7,-1,?,.,-6%
